TrxR1 inh: qHTS Assay for Inhibitors of Mammalian Selenoprotein Thioredoxin Reductase 1 (TrxR1): qHTS; Thioredoxin reductase 1, cytoplasmic (Rattus norvegicus), O89049; recombinant rTrxR1, NADPH fluorescence consumption, selenite substrate; AID 588453, 2011; 1% of 390,000 active; Potency, µM (doses to about 114 µM), without a hit: at the top dose activity change, negative = inhibition, usual class: inhibitors; further: on the % scale 0 is the no-effect control and ±100 the full control effect; nearly all actives have a fitted effect of over 65% in size
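Rat TrxR1 (90 nM in the dispensed reagent) was pre-reduced with 400 uM NADPH for 5 min at room temperature, then incubated with compound for 15 min. After 400 uM selenite was added, NADPH fluorescence (Ex 340/Em 450 nm) was followed for 8 min.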
JMJD2A Tudor inh: qHTS Assay for Inhibitors of JMJD2A-Tudor Domain. AlphaScreen JMJD2A-Tudor / H3K4me3 peptide binding. Potency, µM (top dose mostly 114 µM), inactives show at the highest dose activity change, negative = inhibition, actives largely listed as inhibitors. 4.4% of 390,000 active. AID 504339, 2011; further: on the % scale 0 is the no-effect control and ±100 the full control effect; nearly all actives have a fitted effect of over 50% in size
Target sequence (O75164 whole entry, looked up, the tested form may be a part): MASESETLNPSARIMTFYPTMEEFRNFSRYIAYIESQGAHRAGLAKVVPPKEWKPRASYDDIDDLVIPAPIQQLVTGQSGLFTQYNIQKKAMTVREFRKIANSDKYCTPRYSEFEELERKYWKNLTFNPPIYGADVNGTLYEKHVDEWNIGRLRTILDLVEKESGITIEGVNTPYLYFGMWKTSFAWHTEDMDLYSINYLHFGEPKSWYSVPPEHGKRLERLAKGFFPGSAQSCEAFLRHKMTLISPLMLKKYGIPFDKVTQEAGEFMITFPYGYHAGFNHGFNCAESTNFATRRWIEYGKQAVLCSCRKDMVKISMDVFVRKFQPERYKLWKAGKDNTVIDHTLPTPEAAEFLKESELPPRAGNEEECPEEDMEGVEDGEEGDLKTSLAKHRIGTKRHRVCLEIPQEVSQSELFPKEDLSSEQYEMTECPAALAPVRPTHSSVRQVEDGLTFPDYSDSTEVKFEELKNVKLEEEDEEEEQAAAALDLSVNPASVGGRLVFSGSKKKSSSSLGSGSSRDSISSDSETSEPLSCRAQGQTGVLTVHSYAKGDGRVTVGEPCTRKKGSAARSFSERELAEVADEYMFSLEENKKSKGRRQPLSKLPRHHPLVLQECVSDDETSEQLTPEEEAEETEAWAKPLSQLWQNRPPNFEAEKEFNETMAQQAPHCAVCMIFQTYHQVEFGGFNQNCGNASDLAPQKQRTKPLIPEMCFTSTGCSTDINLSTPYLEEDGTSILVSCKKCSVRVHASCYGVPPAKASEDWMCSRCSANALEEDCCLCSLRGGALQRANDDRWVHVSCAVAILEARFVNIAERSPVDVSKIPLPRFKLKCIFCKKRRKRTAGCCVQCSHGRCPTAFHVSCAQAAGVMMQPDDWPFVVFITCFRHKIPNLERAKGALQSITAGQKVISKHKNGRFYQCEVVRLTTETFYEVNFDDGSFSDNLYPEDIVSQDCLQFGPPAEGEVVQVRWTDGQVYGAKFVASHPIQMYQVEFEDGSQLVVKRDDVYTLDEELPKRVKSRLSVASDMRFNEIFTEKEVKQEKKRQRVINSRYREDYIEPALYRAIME
Pin1 inhibitor: qHTS Assay to Find Inhibitors of Pin1. AID 504891, 2011. 0.009% of 390,000 active. Potency, µM (titrated, usually from 115 µM), for inactives: top-dose activity, negative = inhibition, actives largely listed as inhibitors. Pin1 FP peptide displacement, HiFluor488, 10 min. Peptidyl-prolyl cis-trans isomerase NIMA-interacting 1 (Homo sapiens), Q13526; active means well fitted inhibition curve with a large enough effect in the polarisation, with a control signal flat, not every such curve was filed as active; inconclusive means small, poorly fitted or top-dose-only effect, or effect the other way, or a change in a side signal; inactive means no such curve, though single readings can be large or run the other way; the % refers to the polarisation; further: on the % scale 0 is the no-effect control and ±100 the full control effect
ERG Ets-DNA blk: qHTS for Small Molecule Inhibitors of the ERG Ets/DNA interaction; Transcriptional regulator ERG (Homo sapiens), P11308; fluorescence polarization, His-ERG Ets domain / labelled DNA; Potency, µM (series often up to 76.9 µM), for inactives: at the highest dose FP activity, negative = inhibition, actives largely listed as inhibitors; 0.028% of 370,000 active; AID 624246, 2012; active means well fitted inhibition curve with a large enough effect in the polarisation, with a control signal flat; inconclusive means small, poorly fitted or top-dose-only effect, or effect the other way, or a change in a side signal; inactive means no such curve, though single readings can be large or run the other way; the % refers to the polarisation;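 further: polarization taken with two DNA probes labelled with fluorescein and Texas red; % of control where 0% means no effect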
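His-tagged ERG Ets domain (1 uM in the protein solution; 300mM KCl, 50mM Tris-HCl, 1mM EDTA, 1mM DTT, pH 7.5) received compound, then a probe mix of 5 nM fluorescein-DNA and 100nM Texas-615-DNA. Fluorescence polarization was read for both dyes.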
HP1b chromo inh: HTS for Inhibitors of HP1-beta Chromodomain Interactions with Methylated Histone Tails; Potency, µM (top dose mostly 114 µM), for the others: top-dose activity change, negative = inhibition, most hits filed as inhibitors; AID 540317, 2011; AlphaScreen HP1-beta / biotin-H3K9me3 peptide binding; 0.56% of 390,000 active; further: nearly all actives have a fitted effect of over 70% in size; inactives centre near 23
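AlphaScreen: HP1-beta (50 nM) preformed 30 min with biotin-H3(1-18)K9me3 peptide (50 nM) in PBS pH 7.4, 0.01% Tween-20. Compound added for 30 min at RT, then streptavidin donor/nickel chelate acceptor beads (10 ug/mL) for 30 min.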
ALOX12 inh: Primary qHTS assay for inhibitors of human arachidonate 12S-lipoxygenase (ALOX12): Round 2 | Polyunsaturated fatty acid lipoxygenase ALOX12 (Homo sapiens), P18054 | purified 12hLO, xylenol orange hydroperoxide absorbance | Potency, µM (series often up to 108 µM), for the others: at the highest dose activity change, negative = inhibition, most hits filed as inhibitors | 1.1% of 580,000 active | AID 1671190, 2021; further: on the % scale 0 is the no-effect control and ±100 the full control effect
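Purified human 12hLO (150 nM final) in 25 mM Hepes, 0.01% Triton X-100, pH 7.0 was preincubated 15 min at room temperature with compound. Then 40 uM arachidonic acid was added, 30 min. Hydroperoxide was read by Fe-XO absorbance ratio 573/405 nm.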
RGS4 inhibitor: Inhibitors of Regulator of G Protein Signaling (RGS) 4: qHTS | Regulator of G-protein signaling 4 (Homo sapiens), P49798 | Transcreener GDP fluorescence polarization, RGS4-accelerated GTP hydrolysis | Potency, µM (titrated, usually from 114 µM), inactives show at the highest dose activity change, negative = inhibition, most hits filed as inhibitors | 0.039% of 390,000 active; further: on the % scale 0 is the no-effect control and ±100 the full control effect; nearly all actives have a fitted effect of over 75% in size; some results filed as inactive show a strong effect at the top dose
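MLSMR compounds (23 nl, pin-transferred) preincubated 10 min at room temperature with a 500nM (2x) first reagent, then RGS4 at 900nM (2x) plus Transcreener GDP mix added; fluorescence polarization (620/688 nm) read before and after 90 min at 30 °C.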
GLS inhibitor: qHTS for Inhibitors of Glutaminase (GLS). 0.21% of 410,000 active. GLS enzymatic activity, qHTS titration. Glutaminase kidney isoform, mitochondrial (Homo sapiens), O94925. AID 624170, 2012. Potency, µM (doses to about 45.5 µM), without a hit: at the highest dose activity change, negative = inhibition, usual class: inhibitors; further: on the % scale 0 is the no-effect control and ±100 the full control effect
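hKGA in 45 mM KH2PO4 (pH 8.2), 0.02% Tween-20 with compound, then 1mM L-Glutamine (stock as added) plus glutamate oxidase/HRP/Amplex red coupling mix. Fluorescence read initially and after 30 min at RT; signal change reflects glutamate formation.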
PGK inhibitor: qHTS Assay to Find Inhibitors of Phosphoglycerate Kinase. Phosphoglycerate kinase, glycosomal (Trypanosoma brucei brucei), P07378. Potency, µM (titrated, usually from 57.5 µM), without a hit: at the highest dose activity change, negative = inhibition, most hits filed as inhibitors. PGK/GAPDH coupled, Kinase-Glo luminescence, 60 min. 0.043% of 380,000 active; further: on the % scale 0 is the no-effect control and ±100 the full control effect; nearly all actives have a fitted effect of over 60% in size
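Recombinant glycosomal PGK reaction used 1,3-bisphosphoglycerate generated in-well by GAPDH (100nM final) in 100mM TEA pH 7.6, 5mM MgCl2, 0.01% Tween-20. After 60 minutes at room temperature, ATP was read by Kinase-Glo Plus luminescence end-point.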
Starred values were filed as active, the others as inactive; & = joins results of further samples; [ ] = dose if it differs, or a comment. Unless noted, the call rests on the fitted dose curve; in most records, active means well fitted curve in the direction sought with a large enough effect; inconclusive means small, poorly fitted or top-dose-only effect, or another doubt; inactive means no such curve, though single readings can be large; an effect the other way counts as inactive or inconclusive. Potency means the concentration at half of the fitted maximal effect. These rows are one share of the data; the hit share may differ from the screen's.

CC(=O)c1cccc(NC(=O)C(C)OC(=O)c2cc(C)oc2C)c1 (stereo not given) was read as TrxR1 inh inconclusive, JMJD2A Tudor inh -21%, Pin1 inhibitor -1%, ERG Ets-DNA blk 4%, HP1b chromo inh 8%, ALOX12 inh -26%, RGS4 inhibitor -19%, GLS inhibitor 3% and PGK inhibitor 3%.
Cc1nc2nc(-c3ccc(Cl)cc3Cl)nn2c(C)c1CCC(=O)Nc1ccc(F)cc1 was read as TrxR1 inh 4%, JMJD2A Tudor inh -5%, Pin1 inhibitor 2%, ERG Ets-DNA blk 5%, HP1b chromo inh 25%, ALOX12 inh 2%, RGS4 inhibitor 4%, GLS inhibitor 4% and PGK inhibitor 0%.
`CCn1c(=O)cc(SCC(=O)N(C)Cc2ccccc2)c2ccccc21` gave TrxR1 inh 5%, JMJD2A Tudor inh -21%, Pin1 inhibitor 1%, ERG Ets-DNA blk -3%, HP1b chromo inh 2%, ALOX12 inh 1%, RGS4 inhibitor 31%, GLS inhibitor 6% and PGK inhibitor 1%.
COc1cc([N+](=O)[O-])cc(/C=N/NC(=O)C(O)(c2ccccc2)c2ccccc2)c1O was read as TrxR1 inh -11%, JMJD2A Tudor inh -28%, Pin1 inhibitor 7%, ERG Ets-DNA blk 0%, HP1b chromo inh 18%, ALOX12 inh 4%, RGS4 inhibitor 18%, GLS inhibitor 3% and PGK inhibitor 5%.
For CCCCCCCCCCSc1n[nH]c(NC(C)=O)n1 the results were TrxR1 inh 18%[57.1 µM], JMJD2A Tudor inh -5%, Pin1 inhibitor -5%, ERG Ets-DNA blk -6%, HP1b chromo inh 31%, ALOX12 inh 1%, RGS4 inhibitor -6%, GLS inhibitor -9% and PGK inhibitor -2%.
For O=[N+]([O-])c1ccccc1N=Nc1c(O)[nH]c2ccc(F)cc12 the results were TrxR1 inh -5%[11.4 µM], JMJD2A Tudor inh -26%, Pin1 inhibitor -2%, ERG Ets-DNA blk -10%, HP1b chromo inh 4%, ALOX12 inh -1%, RGS4 inhibitor 12%, GLS inhibitor 1% and PGK inhibitor -13%.
Clc1ccc2nc(NCc3ccccc3)c3nncn3c2c1 was read as TrxR1 inh 10%, JMJD2A Tudor inh 9%, Pin1 inhibitor -7%, ERG Ets-DNA blk 10%, HP1b chromo inh 37%, ALOX12 inh 0%, RGS4 inhibitor 16% and GLS inhibitor 6%.
`CCCNC(=O)CN(c1ccccc1)S(=O)(=O)c1ccc(OC)c(OC)c1` gave TrxR1 inh -10%, JMJD2A Tudor inh 10%, Pin1 inhibitor 1%, ERG Ets-DNA blk 4%, HP1b chromo inh 48%, ALOX12 inh 34%, RGS4 inhibitor -29%, GLS inhibitor -3% and PGK inhibitor inactive.
For COc1ccc2ccccc2c1CN1CCN(C(=O)c2ccccc2)CC1 the results were TrxR1 inh -58%, JMJD2A Tudor inh -23%, Pin1 inhibitor 0%, ERG Ets-DNA blk 7%, HP1b chromo inh 12%, ALOX12 inh inconclusive, RGS4 inhibitor -26%, GLS inhibitor 0% and PGK inhibitor -3%.
`O=C(NC(=S)N1CCc2ccccc21)c1ccc(Br)o1` gave TrxR1 inh -45%, JMJD2A Tudor inh -24%, Pin1 inhibitor 0%, ERG Ets-DNA blk 9%, HP1b chromo inh -3%, ALOX12 inh 1%, RGS4 inhibitor -32%, GLS inhibitor -6% and PGK inhibitor inactive.

By substructure, the entries above with an aryl thioether with sulfur outside any ring.
`CCn1c(=O)cc(SCC(=O)N(C)Cc2ccccc2)c2ccccc21` gave TrxR1 inh 5%, JMJD2A Tudor inh -21%, Pin1 inhibitor 1%, ERG Ets-DNA blk -3%, HP1b chromo inh 2%, ALOX12 inh 1%, RGS4 inhibitor 31%, GLS inhibitor 6% and PGK inhibitor 1%.
For CCCCCCCCCCSc1n[nH]c(NC(C)=O)n1 the results were TrxR1 inh 18%[57.1 µM], JMJD2A Tudor inh -5%, Pin1 inhibitor -5%, ERG Ets-DNA blk -6%, HP1b chromo inh 31%, ALOX12 inh 1%, RGS4 inhibitor -6%, GLS inhibitor -9% and PGK inhibitor -2%.

The listing continues:
Screening O=C(NC1CC1)c1cc(=O)c2ccccc2o1 returned TrxR1 inh -10%, JMJD2A Tudor inh -5%, Pin1 inhibitor -6%, ERG Ets-DNA blk -8%, HP1b chromo inh 12%, ALOX12 inh -11%, RGS4 inhibitor 30%, GLS inhibitor 5% and PGK inhibitor 4%.
For Cn1c(C(=O)OC(C(=O)NC2CCCCC2)c2ccccn2)cc2sccc21 (stereo not given) the results were TrxR1 inh -2%, JMJD2A Tudor inh -36%, Pin1 inhibitor -9%, ERG Ets-DNA blk 0%, HP1b chromo inh -6%, ALOX12 inh inconclusive, RGS4 inhibitor -19%, GLS inhibitor -15% and PGK inhibitor -9%.
For O=C(CCCc1nc2ccccc2s1)NC1CCOC1=O (stereo not given) the results were TrxR1 inh 14%, JMJD2A Tudor inh -5%, Pin1 inhibitor 0%, ERG Ets-DNA blk 8%, HP1b chromo inh 30%, ALOX12 inh 2%, RGS4 inhibitor -1%, GLS inhibitor 0% and PGK inhibitor inactive.
COc1ccccc1C(=O)Oc1ccc2c(c1)O/C(=C\c1ccncc1)C2=O was read as TrxR1 inh inconclusive, JMJD2A Tudor inh inconclusive, Pin1 inhibitor inconclusive, ERG Ets-DNA blk -1%, HP1b chromo inh -20%, ALOX12 inh -1%, RGS4 inhibitor -46%, GLS inhibitor 16% and PGK inhibitor 1%.
For O=C(C[C@H]1C(=O)N(CCc2ccccc2)C[C@@H]1Cc1ccccc1)Nc1ccccc1 the results were TrxR1 inh 11%&4%, JMJD2A Tudor inh -12%, Pin1 inhibitor 3%, ERG Ets-DNA blk -4%, HP1b chromo inh 29%, ALOX12 inh 18%, RGS4 inhibitor 6%, GLS inhibitor -23% and PGK inhibitor inactive.
`COc1ccc(S(=O)(=O)N/N=C(/C)c2cccc(NC(=O)c3ccccc3Cl)c2)cc1` gave TrxR1 inh 10%, JMJD2A Tudor inh -23%, Pin1 inhibitor 8%, ERG Ets-DNA blk -5%, HP1b chromo inh 9%, ALOX12 inh inconclusive, RGS4 inhibitor 11%, GLS inhibitor -1% and PGK inhibitor -10%.
`C=CCn1c(N)cc(=O)nc1SCC(=O)Nc1ccc(C(=O)OCC)cc1` gave TrxR1 inh -18%, JMJD2A Tudor inh -13%, Pin1 inhibitor -1%, ERG Ets-DNA blk -6%, HP1b chromo inh -1%, ALOX12 inh 17%, RGS4 inhibitor 23%, GLS inhibitor 1% and PGK inhibitor 5%.
For NC(=O)c1ccsc1NC(=O)c1ccc2c(c1)CCCC2 the results were TrxR1 inh inconclusive, JMJD2A Tudor inh -14%, Pin1 inhibitor 10%, ERG Ets-DNA blk 4%, HP1b chromo inh 43%[activator], ALOX12 inh inconclusive, RGS4 inhibitor -8%, GLS inhibitor -1% and PGK inhibitor -18%.
For Cc1ccc(C)c(NC(=O)Cn2c(=O)n(Cc3nc(C)no3)c(=O)c3cc4c(cc32)OCO4)c1 the results were TrxR1 inh 11%, JMJD2A Tudor inh -12%, Pin1 inhibitor 1%, ERG Ets-DNA blk -9%, HP1b chromo inh 28%, ALOX12 inh 6%&-22%, RGS4 inhibitor 6%, GLS inhibitor -2% and PGK inhibitor -3%.
CCN(CC)C(=O)C1CCCN(C(=S)Nc2cccc3ccccc23)C1 (stereo not given) was read as TrxR1 inh 1%, JMJD2A Tudor inh -7%, Pin1 inhibitor -5%, ERG Ets-DNA blk 1%, HP1b chromo inh 27%, ALOX12 inh 5%, RGS4 inhibitor -15%, GLS inhibitor 10% and PGK inhibitor -10%.
`Cc1ccnc2nc(C(=O)OCC(=O)Nc3ccc4c(c3)OC(F)(F)O4)nn12` gave TrxR1 inh 15%, JMJD2A Tudor inh -7%, Pin1 inhibitor -5%, HP1b chromo inh 24%, ALOX12 inh -1%, RGS4 inhibitor 7% and GLS inhibitor 1%.
For Cc1cc(C(=O)CSc2nnc(-c3ccccc3)n2C)c(C)n1C the results were TrxR1 inh -16%, JMJD2A Tudor inh -32%, Pin1 inhibitor 1%, ERG Ets-DNA blk 0%, HP1b chromo inh 13%, ALOX12 inh -10%, RGS4 inhibitor -22%, GLS inhibitor -7% and PGK inhibitor inactive.

Screening results from PubChem.
